From PubChem BioAssay
AID2073 – inhibitors of Mint1-CaV2.2 protein interaction, biochemical, HTRF (AID 2073); Voltage-dependent N-type calcium channel subunit alpha-1B (Homo sapiens); HTRF protein-protein interaction, Mint1-CaV2.2; higher % means a stronger effect; inhibition, % at 20 µM, or IC50 in µM where a hit was titrated; 0.19% of 290,000 active; in the data active = inhibition mostly above about 51%, no sharp cut-off; note: some results filed as inactive read as strong as hits
CSM14.1 death rescue – rescue of cells from ER stress-induced death, primary screen, 384-well, CSM14.1, thapsigargin, ATP luminescence (AID 1222). CSM14.1 thapsigargin-induced death rescue, ATP luminescence; higher % means a stronger effect. cellular ATP content (survival), % at 20 µM; hits with a dose series show EC50 in µM. 190,000 tested, under 10 active;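 active = EC50 below 50 µM in the dose-response confirmation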;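 note: death triggered by thapsigargin at about 15 µM added after 2 h compound pretreatment; cell ATP read after overnight thapsigargin exposure of roughly 18 to 22 hours; normalized against plate controls of thapsigargin alone and 5% DMSO vehicle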
XIAP antagonists – XIAP antagonists, biochemical, IAP family, fluorescence polarization (AID 1018); E3 ubiquitin-protein ligase XIAP (Homo sapiens); XIAP BIR domain, fluorescence polarization peptide displacement; higher % means a stronger effect; displacement, % at 20 µM, or IC50 in µM where a hit was titrated; 0.007% of 200,000 active; in the data active = displacement above about 50%; note: a part of the inactive calls stands beside numbers as strong as those of hits
M1AAP inhibition – P. falciparum M1AAP inhibitors, biochemical, fluorogenic H-Leu-NHMec substrate, 1536-well (AID 1445); recombinant M1AAP, H-Leu-NHMec fluorogenic kinetic assay; higher % means a stronger effect; inhibition, % at 30 µM; hits with a dose series show IC50 in µM; 0.42% of 220,000 active;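 active = primary inhibition above the hit cutoff, then over 50% inhibition at one or more dose response concentrations, cut at about 23% in these data, passing the limit was not always enough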;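 note: plate controls were DMSO full reaction for no effect and no enzyme background for full effect; strong numbers were not always called active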
LYP phosphatase – inhibitors of LYP phosphatase, biochemical, fluorescence intensity, uHTS (AID 1779) | recombinant LYP phosphatase, fluorescence intensity; higher % means a stronger effect | one-dose inhibition, % at 11.5 µM; IC50 in µM for titrated hits | Tyrosine-protein phosphatase non-receptor type 22 (Homo sapiens) | 0.054% of 290,000 active;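 note: plate controls were vehicle with enzyme for no effect and no enzyme for full effect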
M17LAP inhibition – P. falciparum M17LAP inhibitors, primary screen, biochemical, fluorogenic H-Leu-NHMec substrate, 1536-well (AID 1619); Leucine aminopeptidase (Plasmodium falciparum (isolate 3D7)); recombinant M17LAP, H-Leu-NHMec fluorogenic kinetic assay; higher % means a stronger effect; one-dose inhibition, % at 30 µM; IC50 in µM for titrated hits; 0.38% of 220,000 active;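 active = compound inhibiting the enzyme by more than half at any dose during confirmatory dose-response retesting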;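 note: plate controls were full reaction with DMSO carrier for no effect and no enzyme background for full effect; strong numbers were not always called active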
Lipid droplet – inhibitors of hepatocyte lipid droplet formation, primary screen, imaging, high-throughput imaging, BODIPY stain | inhibition, % at 6.5 µM | AML12 mouse hepatocytes, oleate lipid droplets | 0.4% of 240,000 active;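 active = lipid droplet intensity inhibited by at least 50%, with more than 500 cells counted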
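Assay system: AML12 mouse liver cells | Compound: 6.5 µM single-point dosing | Schedule: Overnight exposure | Technique: Fluorescence imaging, 20x objective, two fields per well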
Siah-1 displacement – Siah-1 peptide-binding antagonists, primary screen, biochemical, fluorescence polarization, rhodamine-plectin, uHTS (AID 1817). Siah-1 / rhodamine-plectin peptide fluorescence polarization; higher % means a stronger effect. displacement, % at 20 µM; hits with a dose series show IC50 in µM. 0.02% of 290,000 active;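 active = displacement of at least 50% at 20 µM, with a fluorescence ratio check between 0.3 and a set limit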;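 note: plate controls were Siah plus tracer with DMSO for no effect and tracer alone without Siah for full effect; strong numbers were not always called active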
HEK293 NOD2/NF-kB – NOD2 signaling inhibitors, cell-based, luminescence, uHTS, HEK293 (AID 1566); HEK293 NOD2/NF-kB luciferase reporter, luminescence; higher % means a stronger effect; inhibition, % at 4 µM; hits with a dose series show EC50 in µM; 0.63% of 290,000 active; note: many of its hits are not listed in these tables
Lipid droplet cells 6.5 µM – second read-out of Lipid droplet, no call of its own (marks repeat the call); cell count; measured here: cell count, cytotoxicity flag;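 cells counted across two imaged fields per well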
* hit, by the source's call; x = not tested or not shown. Cut-off read from the data, not from the text of the source, unless noted: active = inhibition above about 50%; inactive = the rest. These rows are one share of the data; rates above refer to the full screens.

SMILES	AID2073	CSM14.1 death rescue	XIAP antagonists	M1AAP inhibition	LYP phosphatase	M17LAP inhibition	Lipid droplet	Lipid droplet cells 6.5 µM	Siah-1 displacement	HEK293 NOD2/NF-kB
CCOc1ccccc1/C=N/Nc1ccc(Cl)nn1	-6%	x	x	x	-2%	x	x	x	-2%	0%
COc1ccc2c(=O)c(C(=O)NCCc3ccccc3)c[nH]c2c1	0%	x	x	x	-6%	x	6	781	6%	-18%
CC(=O)Nc1ccc(NC(=O)COC(=O)Cc2cccs2)cc1	1%	-1.4%	-2.8%	-2%	-4%	-11%	8	786	2%	-6%
Cc1ccccc1S(=O)(=O)NC1OC(=O)C(Oc2ccccc2)=C1Br (stereo unspecified)	12%	-1.1%	0.1%	0%	4%	17%	-52	750	7%	15%
COc1ccccc1NC(=O)CCCc1nc(-c2ccc(OC)c(OC)c2)no1	5%	0.5%	-3.9%	-4%	-2%	-1%	-6	661	1%	16%
COc1ccccc1COn1c(=O)c(-c2ccco2)[n+]([O-])c2ccccc21	24%	-1.0%	-4.7%	1%	-1%	-3%	-20	633	-4%	19%
COc1ccccc1C(=O)Nc1ccc2c(c1)CN(C(=O)CSC)CC2	-1%	x	x	x	-6%	x	-1	826	4%	2%
Cn1c(=O)n(C)c2cc(NC(=O)c3cccc([N+](=O)[O-])c3)c(Br)cc21	-7%	-1.5%	-11%	-2%	-5%	-3%	-11	681	-2%	2%
COc1ccc(NC(=O)c2cccc(S(=O)(=O)N3CCc4ccccc43)c2)cn1	8%	-0.1%	-8.2%	7%	8%	0%	-4	640	-4%	14%
O=C(N/N=C/c1cc2c3c(c1O)CCCN3CCC2)c1ccccc1O	35%	-3.7%	-6.0%	20%	-2%	-12%	0	664	56%	25%
CC(OC(=O)CCc1nc(=O)c2ccccc2n1C)C(=O)NCc1ccc2c(c1)OCO2 (stereo unspecified)	18%	-2.7%	-6.1%	0%	-8%	-1%	-10	635	0%	1%
CC(=O)c1cc2c(cc1NS(=O)(=O)c1ccccc1F)OCO2	-9%	-1.2%	-4.9%	9%	0%	-6%	18	678	-8%	19%
CCCn1c(N2CCN(C(=O)/C=C/C(=O)O)CC2)nc2ccccc21	6%	x	x	x	0%	x	6	837	6%	7%
OC1CCCN(c2ncnc3c2nnn3Cc2c(F)cccc2Cl)C1 (stereo unspecified)	0%	1.7%	-3.2%	-3%	-4%	6%	3	622	-5%	7%
COc1ccc(N2C(=O)CC(N3CCCC4CCCCC43)C2=O)cc1 (stereo unspecified)	3%	-1.7%	-1.2%	5%	-1%	9%	13	724	-1%	12%
CS(=O)(=O)c1cccc(C(=O)NC(c2ccccc2)c2ccccc2)c1	-3%	-1.3%	-5.3%	-1%	-2%	-6%	17	647	-3%	10%
Cc1ccc[n+](CC(=O)c2cc3ccccc3oc2=O)c1	4%	-0.9%	-5.0%	3%	-3%	-16%	x	x	-3%	6%
COc1ccc(CCNC(=O)C(=O)N2CCCCC2)cc1OC	1%	-3.3%	-5.4%	0%	-6%	-19%	-2	691	12%	22%
CSc1ccc(CNCC(O)c2ccccc2)cc1 (stereo unspecified)	-7%	-1.8%	-8.3%	1%	3%	8%	0	657	-6%	-18%
O=C(Cn1cc(C(F)(F)F)ccc1=O)NC(c1ccccc1)c1ccccc1	-3%	0.2%	-19%	3%	-4%	-6%	-3	743	-3%	9%
O=C(N/N=C/c1ccc(OC(F)F)cc1)c1cc[n+]([O-])cc1	4%	x	x	x	-8%	x	16	777	4%	-5%
CC(=O)c1ccc(NC(=O)CCNC(=O)c2ccc(Cl)cc2)cc1	48%	x	x	x	-4%	x	-1	825	5%	1%
CCOc1cc(C2NC(=S)NC(C)=C2C(=O)Nc2ccccc2)ccc1O (stereo unspecified)	-19%	x	x	9%	1%	10%	-14	715	-4%	-1%
CC(=O)N1N=C(c2ccc(Cl)cc2)OC1c1ccc(C(C)C)cc1 (stereo unspecified)	-3%	-0.1%	-3.0%	9%	-5%	-8%	x	x	-1%	-83%
Cc1cccc(-n2ccnc2SCC(=O)Nc2cc(C)on2)c1	-7%	-2.5%	-4.4%	-4%	-3%	-3%	-2	708	-2%	9%
CS(=O)(=O)N(CC(=O)NCCSCc1ccco1)c1ccc2c(c1)OCO2	6%	1.1%	-5.0%	-7%	-11%	0%	10	732	7%	1%
O=C(CCc1nc2cccnc2n1Cc1ccccc1)NCCc1ccc(Cl)cc1	0%	0.5%	-9.4%	2%	-6%	0%	x	x	2%	8%
O=C1CSC(c2ccc(F)cc2)N1c1c(F)cccc1F (stereo unspecified)	-1%	x	x	x	-3%	x	35	800	2%	2%
NC(=NCCc1ccccc1)NS(=O)(=O)c1cccs1	-7%	-0.7%	-6.0%	-5%	-8%	6%	7	694	5%	10%
Cc1cc(C(=O)COc2ccccc2C(N)=O)c(C)n1C1CC1	1%	0.6%	-8.5%	0%	0%	-2%	0	691	-4%	-3%
Cn1c(CO)cnc1SCC(=O)c1ccc(F)cc1	2%	x	x	x	-9%	x	-1	853	1%	-9%
CC(O)(CS(=O)(=O)Cc1ccccc1)C(=O)Nc1cccc(C(F)(F)F)c1 (stereo unspecified)	5%	0.2%	1.1%	-4%	-6%	2%	x	x	0%	7%
COc1ccc(C2C3=C(CC(C)(C)CC3=O)N(C)C3=C2C(=O)CC(C)(C)C3)cc1	27%	-0.9%	-0.4%	10%	-1%	-158%	2	682	2%	10%
Cc1cc(C)cc(OCC(O)Cn2nc(C)cc2C)c1 (stereo unspecified)	6%	x	x	x	-5%	x	13	821	-6%	11%
CC1(C)CC(=O)c2c(-c3cccs3)n[nH]c2C1	10%	-3.8%	-4.6%	-6%	-1%	-4%	8	785	1%	-10%
Cn1c(C(=O)N2CCc3ccccc3C2)cc2oc3ccccc3c21	5%	-0.1%	-4.7%	8%	-3%	0%	-7	738	-1%	-48%

Copied from the list:
CC1(C)CC(=O)c2c(-c3cccs3)n[nH]c2C1 – Lipid droplet = 8
CS(=O)(=O)N(CC(=O)NCCSCc1ccco1)c1ccc2c(c1)OCO2 – AID2073 = 6%

Additional results
SMILES	AID2073	CSM14.1 death rescue	XIAP antagonists	M1AAP inhibition	LYP phosphatase	M17LAP inhibition	Lipid droplet	Lipid droplet cells 6.5 µM	Siah-1 displacement	HEK293 NOD2/NF-kB
O=C(Nc1cccc([N+](=O)[O-])c1)c1ccncc1	21%	-1.7%	-4.9%	2%	-9%	9%	-4	633	-8%	10%
Cc1cc(C)n2ncc(/C(N)=N/OC(=O)Nc3ccccc3)c2n1	-8%	x	x	0%	-5%	-2%	-10	600	-1%	8%
CCCN1CCN(S(=O)(=O)c2ccc3c(c2)NC(=O)C(C)C(=O)N3)CC1 (stereo unspecified)	6%	x	x	x	-8%	x	28	700	-5%	12%
O=C(CSc1nnc(-c2cccnc2)n1-c1ccc(F)cc1)NCc1ccc2c(c1)OCO2	-2%	-1.1%	4.0%	-2%	2%	-3%	4	774	3%	5%
O=C(CNCc1ccccc1Cl)Nc1ccc2c(c1)OCCO2	3%	x	x	5%	-7%	11%	0	756	1%	3%
COc1ccc(N(CC(=O)NC2CCCCC2)C(=O)CNC(=O)c2ccco2)cc1	3%	0.2%	-3.0%	3%	-1%	-5%	0	636	-1%	-4%
FC(F)(F)c1cc(-c2cccs2)nc(N2CCOCC2)n1	-4%	-0.1%	-0.7%	2%	-6%	11%	0	728	-2%	12%
CCOc1ccc(S(=O)(=O)NNS(=O)(=O)c2ccc(C)cc2C)cc1	-10%	x	x	x	-5%	x	-54	744	0%	1%
CCCCNC(=O)c1nn2cc(Br)cnc2c1Br	20%	-0.8%	-3.2%	-2%	-6%	-4%	0	705	-7%	6%
CCNC(=S)SCCOc1ccccc1C	1%	0.1%	-3.3%	3%	2%	-10%	-12	603	1%	-15%
COc1ccc2nc(SCC(=O)Nc3ccc4c(c3)OCCO4)[nH]c2c1	-10%	-1.6%	-6.2%	1%	-7%	2%	x	x	-1%	-4%
COc1cc(/C=C/C(=O)Nc2cc(S(=O)(=O)N3CCOCC3)ccc2N2CCCC2)cc(OC)c1OC	4%	0.3%	-2.8%	6%	-6%	8%	40	677	1%	-2%
O=C(c1ccco1)N1CCCN(Cc2nc(-c3cccs3)no2)CC1	38%	-1.1%	-14%	6%	-10%	6%	-4	706	-2%	-20%
Cc1c(NC(=O)C2CCN(S(=O)(=O)c3ccccc3)CC2)c(=O)n(-c2ccccc2)n1C	5%	-2.5%	-4.7%	1%	-3%	-9%	8	754	-2%	4%
COCCCNc1nc(N)c([N+](=O)[O-])c(NCc2ccccc2)n1	-4%	x	x	x	-6%	x	10	846	-4%	21%
NC(=O)c1ccc(C(=O)c2ccc([N+](=O)[O-])cc2)cc1	4%	4.0%	3.2%	5%	-3%	2%	14	658	6%	-3%
Cn1cc(-c2ccccc2C(=O)O)c(=O)c2ccccc21	22%	x	x	x	-2%	x	x	x	3%	7%
O=C(c1cc(-c2cccc(O)c2)on1)N1CCOCC1	12%	-2.2%	-2.1%	4%	0%	5%	1	574	-3%	-62%
Cc1cccc(OCc2ccc(C(=O)Nc3cc(C)on3)o2)c1	14%	x	x	x	-1%	x	x	x	-1%	0%
NS(=O)(=O)c1ccc(NC(=O)CN2CCN(S(=O)(=O)/C=C/c3ccccc3)CC2)cc1	6%	x	x	1%	-7%	-6%	-13	655	-3%	16%
COCCSc1nnc(NC(=O)C2CCCCC2)s1	1%	2.2%	-0.4%	4%	-11%	16%	x	x	3%	8%
